# Tb PYK inh = T. brucei pyruvate kinase inhibition; AID 624173; Potency, µM (doses to about 76.8 µM), for the others: at the highest dose activity, negative = inhibition, usual class: inhibitors; hit rate 0.12% among 410,000; TbPYK enzyme, Kinase-Glo Plus ATP luminescence, 45 min; Q57TT1; active means well fitted inhibition curve with a large enough effect; further: nearly all actives have a fitted effect of over 50% in size
#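 Luminescence from Kinase-Glo Plus, added after a 45-minute room-temperature reaction, served as the end-point read-out. The enzyme and substrate were preincubated with compound before ADP (130 uM final) initiated turnover. Concentration-effect curves came from normalized qHTS data.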
# * = called active by the depositor. On the % scale 0 is the no-effect control and ±100 the full control effect; potency means the concentration at half of the fitted maximal effect.
SMILES,Tb PYK inh
CC(=O)N1CCC(N(Cc2ccc(C)o2)C(=O)Nc2ccc(C)cc2)CC1,7%
Cc1ccc(C(=O)NCC(c2ccco2)S(=O)(=O)c2ccccc2)cc1C (stereo not given),0%
CC1=C(C(=O)Nc2ccc(C)cc2C)C(c2ccc[nH]2)n2ncnc2N1 (stereo not given),-1%
COc1ccc(CC(=O)N2CCc3cc(OC)c(OC)cc3C2COc2ccc(F)cc2)cc1 (stereo not given),3%
CCOC(=O)Cn1c(=O)oc2cc(S(=O)(=O)NCc3ccc(F)cc3)ccc21,-2%
Cc1cc(C)c(NC(=O)CSc2nccn2Cc2ccco2)c(C)c1,-13%
O=C(Nc1c2c(nn1-c1ccc(Cl)cc1)CS(=O)(=O)C2)c1cccc(F)c1,1%
O=C(c1cccc(F)c1)N1CCC2(CC1)CCN(c1ccccc1)CC2,5%
CCOC(=O)c1c(C)oc2ccc(N(C(=O)c3ccncc3)S(=O)(=O)c3ccc(F)cc3C)cc12,1%
O=C(c1ccccc1Br)N(Cc1ccco1)Cc1ccco1,-4%
Cc1cc2n(n1)CCCN2C(=O)Nc1cccc(C)c1C,1%
COc1ccc(-c2c(C#N)c(SCC(=O)Nc3ccc(C)c(C)c3)nc(C)c2C(=O)Nc2ccccc2)cc1OC,0%
Cc1ccc(S(=O)(=O)c2nnn3c2nc(NCc2ccc(F)cc2)c2sccc23)cc1C,-3%
Cc1nc(-c2ccccc2)sc1CCNC(=O)C(=O)Nc1ccc2c(c1)OCCO2,6%
O=C(NCc1ccccc1)C(=O)Nc1c2c(nn1-c1ccccc1)CSC2,-6%
Cc1ccccc1Cn1c(C)c(CNCc2ccccc2)c(C(=O)O)c1C,1%
CCc1ccc(NC(=O)CC2C(=O)N(c3cccc(OC)c3)C(=O)N2C2CCCC2)cc1 (stereo not given),-4%
CCOC(=O)c1ccc(NC(=O)CN2C(=O)c3cccnc3Sc3ccccc32)cc1,-1%
CCOc1ccc(CCNC(=O)c2cnc3c(-c4ccc(F)cc4)c(C)nn3c2C)cc1OCC,-6%
CC(C)(C)c1ccc(C(=O)NC2(C(F)(F)F)C(=O)Nc3c2c(=O)[nH]c(=O)n3-c2ccccc2)cc1 (stereo not given),-1%
Cc1ccc(CNC(=O)Cn2c(-c3cccs3)cc3cc(Cl)ccc32)cc1,-3%
Cc1c2cnn(CC(=O)NC(C)C)c(=O)c2c(C)n1Cc1ccccc1Cl,-1%
Cc1ccc(CNc2ccc3cc(S(=O)(=O)N4CCCCC4)ccc3n2)cc1,1%
CN(C(=O)c1cc2nc(-c3ccc4c(c3)OCO4)cc(C(F)(F)F)n2n1)c1ccc(OC(F)(F)F)cc1,-1%
Cc1ccc(CN2CCCn3nc(C(=O)NCc4ccc(N(C)C)cc4)cc3C2=O)cc1,-5%
O=C(Nc1ccc(Br)cc1F)N1CCC2(CC1)Oc1ccccc1C(=O)N2Cc1ccccc1F,-4%
COc1ccc(CC2C(=O)Nc3ccc(Br)cc32)cc1OC (stereo not given),1%
Cn1c(=O)cc(OCC(=O)N2CCN(c3ccccc3)CC2)c2ccccc21,1%
Cc1cccc(N2C(=O)CSC23C(=O)N(CC(=O)NCc2ccccc2Cl)c2ccccc23)c1 (stereo not given),-5%
COc1ccc(N2CCN(C(c3ccccc3)c3sc4nc(-c5ccco5)nn4c3O)CC2)cc1 (stereo not given),-3%
CC(=O)Nc1cc(C(=O)NCc2ccc(F)cc2Cl)ccc1Sc1ccc(Cl)cc1,-8%
CC(C(=O)NCc1ccccc1)n1ccc2cc(S(=O)(=O)N3CCCC3)ccc21 (stereo not given),1%
COc1ccc(NC(=O)CSC2=Nc3ccccc3C3=NC(CC(=O)NCc4ccc(F)cc4)C(=O)N23)cc1 (stereo not given),-1%
O=C(c1ccc(NS(=O)(=O)c2ccccc2)cc1)N1CCN(c2ccccc2)CC1,1%
COc1cc(CNCCSc2nnnn2C)ccc1OCc1ccccc1,2%
COc1ccc(-c2c(C)nn3c(C(F)(F)F)cc(-c4ccccc4)nc23)cc1,-2%
CC(C)c1ccc(NC(=O)C2CCCN(S(=O)(=O)c3ccc4[nH]c(=O)oc4c3)C2)cc1 (stereo not given),-9%
Cc1cccc(-c2nc3c4ccccc4nc(NCCc4ccccc4)n3n2)c1,0%
COc1ccc(CCNC(=O)CCc2c(C)c3cc4c(C)c(C)oc4cc3oc2=O)cc1OC,8%
CCCc1cc(=O)[nH]c(SCc2nc(-c3ccc(OC)cc3)no2)n1,5%
CCCCn1cc(S(=O)(=O)c2ccc(F)cc2)c(=O)c2ccccc21,-8%
COC(=O)c1ccc2nc(C)cc(Nc3cccc(Cl)c3C)c2c1,2%
Cc1ccc(Cn2cccc(C(=O)Nc3ccc4c(c3)OCO4)c2=O)cc1,-7%
O=C(CSc1nc2c(oc3ccccc32)c(=O)n1Cc1ccco1)Nc1ccccc1,-6%
Nc1c(-c2nc(-c3ccc(F)cc3)cs2)c2ccccn2c1C(=O)c1ccc2c(c1)OCO2,-9%
COc1cc(Cl)c(C)cc1NC(=O)Cn1cc(S(=O)(=O)N2CCN(c3ccccc3F)CC2)c2ccccc2c1=O,-9%
O=C(c1ccc2c(c1)N(Cc1ccc(F)cc1Cl)C(=O)c1ccccc1S2)N1CCC2(CC1)OCCO2,6%
Cc1nnc(N2CCCC(C(=O)NCCN(C)C)C2)c2nn(-c3ccccc3)c(C)c12 (stereo not given),-10%
CCOc1ccc(CC(=O)NCCS(=O)(=O)N2CCN(c3ccccc3OC)CC2)cc1,0%
CCN(CC)c1nc2ccccc2nc1C(=O)Nc1cccc(C(C)=O)c1,8%
COc1ccc(Nc2nc(-c3cccc(Cl)c3)c3c(n2)-c2ccccc2OC3)cc1,9%
C=CCC(CC=C)(CNC(=O)C(=O)Nc1cc(C)ccc1OC)c1ccc(OC)c(OC)c1,3%
O=C(c1ccc(F)cc1)n1nc(-c2ccc(Cl)cc2)nc1NCc1ccco1,-1%
O=C(c1ccccc1)N(Cc1ccco1)Cc1cccs1,1%
CCOC(=O)c1ccc(Nc2c(-c3cccc(O)c3)nc3nc[nH]n23)cc1,-9%
O=C1N(Cc2ccccc2)c2ccccc2C1(O)c1c[nH]c2ccccc12 (stereo not given),-17%
CC(=O)OCc1cnc(C)c2oc(=O)c(C(=O)Nc3ccc(C)cc3Cl)cc12,2%
COc1ccccc1-c1noc(-c2ccc(NC3CCCCC3)c([N+](=O)[O-])c2)n1,0%
CCOC(=O)C1(C)C=C(Nc2ccc(C(=O)O)cc2)C(=O)N1c1ccc(C(=O)O)cc1 (stereo not given),5%
CCOC(=O)c1ccc(N2C(=O)c3n[nH]c(-c4ccco4)c3C2c2ccc(OCC)cc2)cc1 (stereo not given),-1%
# Additional results follow.
SMILES,Tb PYK inh
Cc1nc2ccn(Cc3ccco3)c(=O)c2cc1C(=O)NCc1ccc(F)cc1,2%
COC(=O)c1sccc1S(=O)(=O)N(CC(=O)Nc1ccccc1)c1ccccc1,5%
Cn1cccc1C(=O)N1CCC2(CC1)CN(C(=O)Nc1ccccc1)C2,-10%
Cc1cccc(N2C(=O)C(CC(=O)Nc3cccc(F)c3)N(Cc3cccs3)C2=O)c1 (stereo not given),1%
CC(C)CN1CCC2(CC1)CCN(C(=O)c1ccco1)CC2,-9%
O=C(Nc1cc(C(F)(F)F)ccc1Cl)c1cc(S(=O)(=O)NCc2ccccc2)ccc1F,1%
CCc1cccc(C)c1NC(=O)NC1COc2ccccc2C1 (stereo not given),-6%
COc1cc(NC(=O)CC2C(=O)N(c3cccc(C)c3)C(=O)N2Cc2ccco2)cc(OC)c1 (stereo not given),2%
CCc1ccccc1NC(=O)CSCc1cnn(-c2ccccc2)c1-n1cccc1,2%
Cc1ccc(OCC(=O)OCc2cc(=O)n3ccsc3n2)cc1C,2%
CCN(CCCNC(=O)c1nn(-c2ccc(OC)c(Cl)c2)c(=O)c2c1c1ccccc1n2C)c1ccccc1,2%
CC(C)(C)c1ccc(S(=O)(=O)NCc2nc3cccnc3n2Cc2ccccc2Cl)cc1,-3%
COc1ccc(CNC(=O)CCCN2C(=O)COc3ccc(C)cc32)cc1,0%
CCN(C(=O)CSc1nc(-c2ccccc2)no1)c1cccc(C)c1,0%
O=C(c1ccncc1)N1CCC2(CC1)CN(c1cccc(-c3ccccc3)c1)C2,6%
Cc1cc(-c2ccccc2)nc2cc(C(=O)Nc3cc(C(F)(F)F)ccc3Cl)nn12,-5%
O=C(c1cccc(Cl)c1)N1CCC(c2nc3ccccc3o2)CC1,1%
Cc1ccc(NS(=O)(=O)c2cc3[nH]c(=O)c(=O)[nH]c3cc2C)cc1N(C)C,3%
COc1ccccc1NC(=O)CCS(=O)(=O)c1cc2c3c(c1)CCN3C(=O)CC2,-11%
Cc1nn(-c2ccc(N3CCCCC3)nn2)c(C)c1CCC(=O)Nc1ccc(F)cc1F,-2%
CC(=O)Nc1ccc(-c2nnc3n(CC(C)C)c(=O)c4ccccc4n23)cc1,-13%
COc1ccc(C(=O)N2CCC3(CCCN(C(=O)Nc4cccc(C#N)c4)C3)CC2)cc1,-12%
COC(=O)c1ccc(NC(=O)CSc2nc(C)cc(C)c2C(=O)Nc2ccccc2)cc1,6%
O=C(Nc1cccc(C(F)(F)F)c1)c1cc(S(=O)(=O)N2CCCC2)c[nH]1,3%

# Part of the list above in order of heavy-atom count, lowest first.
SMILES,Tb PYK inh
Cc1ccc(OCC(=O)OCc2cc(=O)n3ccsc3n2)cc1C,2%
CCN(C(=O)CSc1nc(-c2ccccc2)no1)c1cccc(C)c1,0%
O=C(Nc1cccc(C(F)(F)F)c1)c1cc(S(=O)(=O)N2CCCC2)c[nH]1,3%
COc1ccc(CNC(=O)CCCN2C(=O)COc3ccc(C)cc32)cc1,0%
CC(=O)Nc1ccc(-c2nnc3n(CC(C)C)c(=O)c4ccccc4n23)cc1,-13%
COc1ccccc1NC(=O)CCS(=O)(=O)c1cc2c3c(c1)CCN3C(=O)CC2,-11%
CCc1ccccc1NC(=O)CSCc1cnn(-c2ccccc2)c1-n1cccc1,2%
COC(=O)c1ccc(NC(=O)CSc2nc(C)cc(C)c2C(=O)Nc2ccccc2)cc1,6%
COc1cc(NC(=O)CC2C(=O)N(c3cccc(C)c3)C(=O)N2Cc2ccco2)cc(OC)c1 (stereo not given),2%
CCN(CCCNC(=O)c1nn(-c2ccc(OC)c(Cl)c2)c(=O)c2c1c1ccccc1n2C)c1ccccc1,2%

# Further results
SMILES,Tb PYK inh
O=C(NCc1ccc(F)cc1)c1c2c(nc3ccccc13)C(=O)N(C1CCCCC1)C2,-12%
Cc1oc(-c2ccccc2F)nc1CSc1nnc(C)n2c1cc1occc12,1%
CCOc1ccc(CNCc2c(C(=O)O)n(Cc3ccccc3F)c3cc(OC)ccc23)cc1,0%
Cc1ccc(Cn2c(C)c3cnn(CC(=O)N4CCN(c5cc(C)ccc5C)CC4)c(=O)c3c2C)cc1,1%
CC(C)CC(=O)Nc1nnc(SCc2cc(=O)n3ccccc3n2)s1,0%
Cc1c(-c2cccc(NC(=O)Cc3ccccc3)c2)nc2ncccn12,0%
Cc1ccc(Cl)cc1N1CCN(c2ncnc3onc(-c4ccc(F)cc4)c23)CC1,-2%
COc1ccc(N2CC(c3nc(-c4cc(OC)c(OC)c(OC)c4)no3)CC2=O)cc1Cl (stereo not given),3%
Nc1ccn(C2CO[C@H](CO)O2)c(=O)n1 (stereo not given in full),3%
Cc1ccc(OCC(=O)N(Cc2ccco2)c2ccccn2)cc1,-2%
CCc1nc2ccc(C(=O)NCCc3ccc(SC)cc3)cc2nc1CC,-4%
COc1cc(-c2cc3n(C)c(C)c(CCC(=O)Nc4ccc(F)cc4)c(=O)n3n2)cc(OC)c1OC,0%
Cc1ccc(C)c(NC(=O)C(=O)NCC(c2cccnc2)N2CCN(c3ccc(F)cc3)CC2)c1 (stereo not given),2%
CC1CCN(c2nn3c(=O)c(C(=O)NC(C)C)cnc3s2)CC1,-6%
COc1ccc(C(=O)Nc2ccc(-c3cc4ccccc4oc3=O)c(C)c2)cc1Br,0%
CSc1nn(Cc2cccc(C)c2)c(N)c1S(=O)(=O)c1ccccc1,-5%
COc1ccc(CN2CCc3nc(SCC(=O)Nc4cc(C)cc(C)c4)[nH]c(=O)c3C2)cc1,2%
COc1cc(CNCCSc2nnnn2C)ccc1OCc1ccc(C)cc1,4%
Cc1ccc2onc(CC(=O)Nc3cccc(C(F)(F)F)c3)c2c1,0%
CC(C)Cn1c(=O)c2ccccc2n2c(CCC(=O)NC(C)c3ccccc3)nnc12 (stereo not given),-4%
Cc1csc2nc(-c3cccc(NC(=O)c4c(F)cccc4F)c3)cn12,3%
COC(=O)C(NC(=O)CC(C)C)(Nc1nc2c(s1)CCCC2)C(F)(F)F (stereo not given),-8%
CCc1cccc2c(-c3ccccc3)nc(SCC(=O)Nc3ccc(OC)cc3)nc12,0%
CCc1ccc(NC(=O)CN2C(=O)c3cccc4cccc2c34)cc1,-4%
CCC(=O)Nc1ccc2nc(SCCOc3ccc(C)cc3)sc2c1,-2%
COc1ccc(Cn2c(=O)n(-c3ccc(C)cc3)c(=O)c3c2c2cc(C)ccc2n3C)cc1,4%
CCc1nnc(NC(=O)c2cc(=O)c3cc(C)c(C)cc3o2)s1,-5%
Cc1cccn2c(=O)c(C(=O)NCc3cccc(F)c3)cnc12,2%

# Assay outcomes from PubChem.

# Only part of the results is shown; rates above refer to the full screens.
